Epigenetic derep = regulators of epigenetic silencing causing reporter derepression in mouse cells. murine LDR cells, GFP reporter derepression, 30 h. Potency, µM (top dose mostly 53.9 µM), inactives show top-dose GFP activation, usual class: activators. 280,000 compounds, 0.2% hits. AID 1865; also: potency is read from the fitted curve at half-maximal effect; % of control where 0% means no effect; nearly all actives have a fitted effect of over 60% in size
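Reporter derepression read as number of fluorescent GFP-positive objects, 20-120 um in size, counted by laser-scanning cytometer. Mouse LDR line with an epigenetically silenced CMV-GFP locus; compound incubation 30 h, 37 C.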
IMPase Li cell = IMPase inhibition in cells with lithium potentiation; CHO-M1 cells, IP1 TR-FRET (IP-One), carbachol + lithium; Potency, µM (series often up to 59.4 µM), inactives show top-dose activity, negative = IMPase inhibition, hits mostly inhibitors; 210,000 compounds, 0.35% hits; AID 1457;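 also: IP1 builds up when IMPase is blocked and the TR-FRET signal falls; potency is read from the fitted curve at half-maximal effect; plate controls were basal vehicle for no effect and high inhibitor control for full effect; nearly all actives have a fitted effect of over 50% in size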
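CHO-M1, 2000 cells/well, 16–30 h culture; cpd + low Li+, 30 min 37C; lysis with d2-IP1/Eu-anti-IP1 Ab, 10 min RT; TR-FRET 665/620 ratio and 620 channel; AC50 via Hill.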
CBFb-RUNX1 inh = inhibitors of human CBF-beta and RUNX1 interaction | Q01196+Q13951 | AlphaScreen CBFb-His/RUNX1-biotin binding, biochemical | Potency, µM (highest dose often 59.8 µM), for inactives: at the top dose activity, negative = inhibition, usual class: inhibitors | 230,000 tested, under 10 active | AID 1477; also: % of control where 0% means no effect
Target sequence (Q01196 whole entry, looked up): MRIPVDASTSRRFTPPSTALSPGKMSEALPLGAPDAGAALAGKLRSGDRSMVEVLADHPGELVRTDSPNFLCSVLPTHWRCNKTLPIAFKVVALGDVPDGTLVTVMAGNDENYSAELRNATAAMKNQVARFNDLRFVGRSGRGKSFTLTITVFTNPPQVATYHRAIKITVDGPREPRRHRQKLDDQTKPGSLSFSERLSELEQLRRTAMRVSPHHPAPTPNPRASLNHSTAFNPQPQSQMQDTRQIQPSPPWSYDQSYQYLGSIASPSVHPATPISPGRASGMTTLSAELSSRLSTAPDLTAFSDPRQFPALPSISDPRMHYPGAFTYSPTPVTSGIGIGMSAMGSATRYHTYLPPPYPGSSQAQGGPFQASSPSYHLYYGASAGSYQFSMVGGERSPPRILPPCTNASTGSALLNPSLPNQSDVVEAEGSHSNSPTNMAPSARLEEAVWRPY
Target sequence (Q13951 whole entry, looked up): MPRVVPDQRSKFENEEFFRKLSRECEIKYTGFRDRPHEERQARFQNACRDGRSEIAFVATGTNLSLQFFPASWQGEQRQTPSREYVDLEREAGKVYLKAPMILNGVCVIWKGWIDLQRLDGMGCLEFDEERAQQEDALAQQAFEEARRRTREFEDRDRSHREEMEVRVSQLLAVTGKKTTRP
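Proteins preincubated together for 20 min at RT before compound addition; 15 min later, nickel and streptavidin beads were added and left 90 min prior to AlphaScreen measurement.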
NPSR antagonist = blocks cAMP signaling of the human neuropeptide S receptor. AID 1461. Potency, µM (top dose mostly 38.3 µM), inactives show top-dose activity change, negative = inhibition, actives largely listed as inhibitors. 220,000 compounds, 1% hits. Q6W5P4. CHO-NPSR cells, cAMP TR-FRET, antagonist mode; also: potency is read from the fitted curve at half-maximal effect; % is scaled to controls: 0 for no effect and ±100 for the full control effect; nearly all actives have a fitted effect of over 50% in size; many of its hits are not listed in these tables
aGal spleen mod = alpha-galactosidase A (human) modulation | human spleen homogenate, 4MU-alpha-Gal fluorescence, 40 min | Potency, µM (doses to about 80 µM), without a hit: top-dose activity change, negative = inhibition, most hits filed as inhibitors | 240,000 compounds, 0.008% hits | AID 2107;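 also: potency is read from the fitted curve at half-maximal effect; 0% = enzyme with vehicle and -100% = no enzyme basal signal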
Target sequence (P06280 32-429 limits assumed): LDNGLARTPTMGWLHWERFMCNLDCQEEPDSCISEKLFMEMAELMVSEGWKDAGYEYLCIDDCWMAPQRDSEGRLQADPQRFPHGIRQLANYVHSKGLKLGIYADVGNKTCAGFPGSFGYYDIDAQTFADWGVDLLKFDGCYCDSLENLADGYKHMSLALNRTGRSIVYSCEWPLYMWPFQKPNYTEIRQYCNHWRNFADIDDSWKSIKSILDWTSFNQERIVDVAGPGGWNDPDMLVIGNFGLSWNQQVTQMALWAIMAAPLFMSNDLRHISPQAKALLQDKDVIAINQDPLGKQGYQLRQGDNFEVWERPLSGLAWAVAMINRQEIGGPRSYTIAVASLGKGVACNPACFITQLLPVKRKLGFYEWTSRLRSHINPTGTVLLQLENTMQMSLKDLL
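qHTS titration in buffer at pH 5.0. Alpha-galactosidase activity in spleen homogenate was measured via 4-methylumbelliferone release from 1 mM fluorogenic substrate after 40 min at 37C and a pH 10 stop. AC50 came from Hill fits of control-normalized data.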
LMNA splice mod = LMNA splicing modulation. 200,000 compounds, 0.01% hits. HeLa LMNA splicing GFP/RFP minigene ratio, 48 h. Potency, µM (highest dose often 46.1 µM), for the others: at the highest dose ratio change, negative = inhibition, actives largely listed as inhibitors; active = well fitted inhibition curve with a large enough effect in the signal ratio, with a control signal flat, not every such curve was filed as active; inconclusive = small, poorly fitted or top-dose-only effect, or effect the other way, or a change in a side signal; the % refers to the signal ratio; also: potency is read from the fitted curve at half-maximal effect; % is scaled to controls: 0 for no effect and ±100 for the full control effect
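S3 HeLa cells stably expressing lamin A-EGFP splicing minigene plus DsRed2, 600 cells/well, 48 h compound exposure at 37C. Laser-scanning cytometry; analysed as GFP (500-530 nm)/RFP (575-640 nm) total intensity ratio; 0.5% DMSO vehicle.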
KinaseGlo FLuc = blocks Kinase-Glo luciferase, a counter-screen artifact; Kinase-Glo luciferase, ATP luminescence, 8 min; Potency, µM (titrated, usually from 38.3 µM), without a hit: at the highest dose activity change, negative = inhibition, actives largely listed as inhibitors; AID 1379; Q27757; 200,000 compounds, 0.28% hits; also: potency is read from the fitted curve at half-maximal effect; % is scaled to controls: 0 for no effect and ±100 for the full control effect; nearly all actives have a fitted effect of over 60% in size
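Compounds were added to a substrate mix at pH 7.2 (50 mM imidazole, 10 uM ATP, within the enzyme's linear range), followed by Kinase-Glo detection reagent; luminescence was measured after 8 minutes at ambient temperature.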
Starred values were filed as active, the others as inactive; ? = inconclusive; / = not tested or not shown; & = joins results of further samples; [ ] = remark or other dose. Unless noted, calls follow the shape of the dose curve; as a rule, active = well fitted curve in the direction sought with a large enough effect; inconclusive = small, poorly fitted or top-dose-only effect, or another doubt; inactive = no such curve, though single readings can be large; an effect the other way counts as inactive or inconclusive. This is a subset (hit frequency here may not be typical).

Start of the data: the first four compounds as a preview:
(1) Cc1cc(C(C)(C)C)oc1C(=O)O
(2) O=C(O)c1cn(C2CC2)c2cc(N3CCN(S(=O)(=O)c4ccc5c(c4)OCCO5)CC3)c(F)cc2c1=O
(3) CC(C(=O)O)N1C(=O)C2C3CC(C2C1=O)C1C(c2ccccc2)c2sc(=O)[nH]c2SC31 (centres undefined)
(4) COc1ccccc1CNC(=O)COC(=O)c1ccc(Cl)c(N)c1
assay / entry | 1 | 2 | 3 | 4
Epigenetic derep | 2.6% | 2.3% | -2.6% | 3.9%
IMPase Li cell | 3% | 5% | -4% | 4%
CBFb-RUNX1 inh | -13% | -5% | 16% | -20%
NPSR antagonist | -31% | -12% | 13% | 1%
aGal spleen mod | -4% | 5% | 0% | -14%
LMNA splice mod | / | ? | -1% | 3%[46 µM]
KinaseGlo FLuc | 4% | 4% | 0% | 4%

The list itself (from the top)
(1) Cc1cc(C(C)(C)C)oc1C(=O)O
(2) O=C(O)c1cn(C2CC2)c2cc(N3CCN(S(=O)(=O)c4ccc5c(c4)OCCO5)CC3)c(F)cc2c1=O
(3) CC(C(=O)O)N1C(=O)C2C3CC(C2C1=O)C1C(c2ccccc2)c2sc(=O)[nH]c2SC31 (centres undefined)
(4) COc1ccccc1CNC(=O)COC(=O)c1ccc(Cl)c(N)c1
(5) CC1=NN(C(C#N)c2ccccc2)C(c2ccccc2)C1 (centres undefined)
(6) CCCN1Cc2cccc(C(=O)NCc3ccc4c(c3)OCO4)c2C1=O
(7) Cc1cccc(NC(=O)CCSc2ccccn2)c1
(8) CCN(CCn1cccn1)C(=O)CCc1nnc(C2CCCCC2)o1
assay / entry | 1 | 2 | 3 | 4 | 5 | 6 | 7 | 8
Epigenetic derep | 2.6% | 2.3% | -2.6% | 3.9% | -1.0% | 0.0% | -6.4% | -0.5%
IMPase Li cell | 3% | 5% | -4% | 4% | / | 9%[38.3 µM] | 4% | /
CBFb-RUNX1 inh | -13% | -5% | 16% | -20% | -7% | 2% | 12% | 10%
NPSR antagonist | -31% | -12% | 13% | 1% | -3% | -17%[46.1 µM] | 7% | 46%
aGal spleen mod | -4% | 5% | 0% | -14% | 10% | 15% | 8% | 3%
LMNA splice mod | / | ? | -1% | 3%[46 µM] | / | 3% | 18% | /
KinaseGlo FLuc | 4% | 4% | 0% | 4% | / | 3% | 3% | /

(9) O=C(NCCCN1CCCC1=O)Nc1ccc(F)c(Cl)c1
(10) CSc1cccc(NC(=O)C2CCCN2S(=O)(=O)c2ccc3c(c2)CCC(=O)N3)c1 (centres undefined)
(11) COc1cccc(OCCCOc2ccc([N+](=O)[O-])cc2Cl)c1
(12) CC(C)NS(=O)(=O)c1ccc(CCC(=O)N2CCC(C(N)=O)CC2)cc1
(13) COc1cc(C(=O)NNC2=CC(=O)CC(C)(C)C2)cc(OC)c1OC
(14) CCCC(=O)Nc1ccc(C(=O)NN2C(=O)c3ccccc3C2=O)cc1
(15) C/C(Cn1nnc2ccccc21)=N\NC(=O)c1cccc(Br)c1
(16) CCOC(=O)c1c(C)c(-c2ccccc2)n(CC(=O)NCCCN(CC)CC)c1C
assay / entry | 9 | 10 | 11 | 12 | 13 | 14 | 15 | 16
Epigenetic derep | 1.8% | 2.0% | -2.0% | 3.3% | 0.0% | 0.0% | 0.0% | -0.2%
IMPase Li cell | -12%[38.3 µM] | -5%[38.3 µM] | 17%[38.3 µM] | 23% | 2% | / | 11% | 6%
CBFb-RUNX1 inh | 3% | 6% | 8% | 4% | -3% | 2% | -1% | 2%
NPSR antagonist | -3%[46.1 µM] | -4%[46.1 µM] | -1%[46.1 µM] | 17% | -10%[46.1 µM] | -15%[46.1 µM] | 8% | 6%
aGal spleen mod | -1% | 9% | 6% | 8% | -9% | -4% | -15% | -4%
LMNA splice mod | 2% | -1% | 18% | 1%[46 µM] | -3% | -16% | 13% | /
KinaseGlo FLuc | -2% | -1% | -3% | -3% | 0% | / | 1% | 0%

(17) COc1ccccc1CNC(=O)c1ccc(S(=O)(=O)N2CCCC2)cc1
(18) COCCCNC(=O)c1ccc(Cn2c(=O)c3ccccc3n(Cc3ccc(C)cc3)c2=O)cc1
(19) O=C(CCNC(=O)c1ccccc1Cl)Nc1ccc2c(c1)OCO2
(20) O=C(C1CCCN(S(=O)(=O)c2cccc3cccnc23)C1)N1CCN(c2ccc(F)cc2)CC1 (centres undefined)
(21) CCCC(=O)N1CCN(c2ccc(NC(=O)c3ccco3)cc2)CC1
(22) Oc1c(C=C2N=c3ccccc3=N2)sc(=S)n1C1CCCCC1
(23) Cn1c(=O)c2c(nc(CN3CCN(C(=O)c4ccco4)CC3)n2CCc2ccccc2)n(C)c1=O
(24) COc1ccc(OC)c(NC(=O)C2C(C(=O)O)C3(Cl)C(Cl)=C(Cl)C2(Cl)C3(Cl)Cl)c1 (centres undefined)
assay / entry | 17 | 18 | 19 | 20 | 21 | 22 | 23 | 24
Epigenetic derep | 0.0% | 6.9%&-0.7% | 2.5% | 0.0% | 1.0% | 0.0%&0.0% | -1.8% | -1.0%
IMPase Li cell | / | 2%[38.3 µM] | 22%[38.3 µM] | 6%[38.3 µM] | 0%[38.3 µM] | -6%&5% | -7%[38.3 µM] | 11%
CBFb-RUNX1 inh | 8% | 0% | 10% | -4% | -4% | -2%&2% | -5% | -20%
NPSR antagonist | -15%[46.1 µM] | -28%[46.1 µM] | 14%[46.1 µM] | -12%[46.1 µM] | -11%[46.1 µM] | 4%[46.1 µM] | -19%[46.1 µM] | 3%
aGal spleen mod | 10% | 3% | -4% | -8% | 7% | 6%&-7% | -2% | 2%
LMNA splice mod | ? | -6% | -3% | -20% | -4% | ? | 6% | -6%[46 µM]
KinaseGlo FLuc | / | 1% | 0% | -6% | -1% | 3%&2% | 10% | -1%

(25) N#CCO/N=C/C(=O)Nc1ccc(F)cc1F
(26) COc1cccc(C2=CC(c3cccc(OC)c3OC)n3nnnc3N2)c1 (centres undefined)
(27) O=C(CSc1ccc(Br)cc1)N1CCN(C(=O)c2ccco2)CC1
(28) CCC(C)(c1nnnn1-c1c(C)cccc1C)N(N=O)c1ccccc1Cl (centres undefined)
(29) Nc1ccc(-c2ccc(N)c([N+](=O)[O-])c2)cc1[N+](=O)[O-]
(30) CCn1c2ccccc2c2nc3cc(S(=O)(=O)N4CCOCC4)ccc3nc21
(31) CCN(CC(O)CON=C1c2ccccc2-c2ccccc21)S(=O)(=O)c1ccc(Cl)cc1 (centres undefined)
(32) CCC(C)C(NC(=O)c1ccc(Cl)cc1)C(=O)O (centres undefined)
assay / entry | 25 | 26 | 27 | 28 | 29 | 30 | 31 | 32
Epigenetic derep | 2.1%[10.1 µM] | -1.0% | -0.9% | 1.3% | 0.0% | -0.9% | -1.1% | -1.0%
IMPase Li cell | -1% | 20%[38.3 µM] | -4% | 15% | -1% | -1%[38.3 µM] | 7% | 16%[38.3 µM]
CBFb-RUNX1 inh | -2% | 2% | 6% | -8% | ? | 18% | 21% | 2%
NPSR antagonist | 8% | ? | -7% | -1%[46.1 µM] | 1% | -15%[46.1 µM] | -14% | -1%[46.1 µM]
aGal spleen mod | 6% | -5% | -1% | 3% | -8% | -12% | 1% | -2%
LMNA splice mod | 10%[46 µM] | -12% | 5%[46 µM] | ? | -1%[9.22 µM] | -3% | ? | -5%
KinaseGlo FLuc | -2% | 1% | -1% | 3% | -11% | -1% | 2% | 8%

(33) CC(/C=C/c1cccc([N+](=O)[O-])c1)=N/NC(=O)c1cccnc1
(34) Cc1ccc(C)c(C(=O)CSc2nc3ccccc3c(=O)[nH]2)c1
(35) CCc1ccc(C2C(C#N)=C(N)SC(N)=C2C#N)s1
(36) O=C1/C(=C\Nc2ccc(Cl)cc2)CCN1c1ncccn1
(37) CCOC(=O)N1CCN(c2ccc(C(=O)CC)cc2F)CC1
(38) CCN(C(=O)c1cc2c(=O)[nH]c3ccc(C)cc3c2s1)c1ccc(OC)cc1
(39) Nc1nc(-c2ccccc2)c(N=Nc2ccc(Cl)cc2)s1
(40) Cc1ccc(C(=O)NN2C(=O)C3C(C2=O)C2C=CC3C23CC3)cc1 (centres undefined)
assay / entry | 33 | 34 | 35 | 36 | 37 | 38 | 39 | 40
Epigenetic derep | -0.9% | -0.2% | 13% | -0.9% | ? | 0.4% | 0.0% | 1.1%
IMPase Li cell | 4% | 0% | -19%[38.3 µM] | 7%[38.3 µM] | -11%[38.3 µM] | / | -1% | -10%
CBFb-RUNX1 inh | -5% | -1% | 3% | -12% | 5% | 8% | / | -2%
NPSR antagonist | -19% | 0% | 17%[46.1 µM] | -6%[46.1 µM] | 4%[7.67 µM] | -35% | 5% | 1%
aGal spleen mod | 3% | -7% | 8% | -2% | -7% | -10% | 2% | 2%
LMNA splice mod | ? | / | 14% | 9%[0.0737 µM] | 2% | / | ? | 18%[46 µM]
KinaseGlo FLuc | -1% | 0% | -1% | -5% | -1% | / | -3% | 1%

(41) NC(=O)c1c(NC(=O)C2COc3ccccc3O2)sc2c1CCN(Cc1ccccc1)C2 (centres undefined)
(42) Cc1ccc(NC(=O)COn2nnc3ccc(S(=O)(=O)N(C)C)cc32)cc1F
(43) Cc1ccc(C(=O)N(c2ccccn2)C(C)c2ccco2)cc1 (centres undefined)
(44) CNC(=O)c1ccccc1NC(=O)c1cccc(S(=O)(=O)N2CCC(C)CC2)c1
(45) CCOc1cc(C(=O)N/N=C/C(Br)=C/c2ccccc2)cc(OCC)c1OCC
(46) O=C(O)c1nc(N2CCOCC2)nc(N2CCOCC2)n1
(47) Cc1nc(NC(=O)c2csc3ccccc23)sc1C
(48) CCN(CC)C(=O)C(=O)c1cccn1-c1ccccc1C#N
assay / entry | 41 | 42 | 43 | 44 | 45 | 46 | 47 | 48
Epigenetic derep | ? | -7.7% | -2.6% | -1.0% | ? | -2.0% | 7.8% | 0.0%
IMPase Li cell | -24% | 8%[38.3 µM] | 0%[38.3 µM] | 35%[activator][38.3 µM] | 10% | 0% | 1%[38.3 µM] | 19%[38.3 µM]
CBFb-RUNX1 inh | 10% | 3% | 2% | 7% | 3% | 6% | -3% | 2%
NPSR antagonist | ? | -16%[46.1 µM] | -4%[46.1 µM] | -18%[46.1 µM] | 8% | 6%[46.1 µM] | ? | -2%[46.1 µM]
aGal spleen mod | 8% | -6% | -1% | 7% | 2% | -2% | -6% | 1%
LMNA splice mod | / | -19% | 11% | ? | -10% | -7% | 11% | 0%
KinaseGlo FLuc | -1% | -2% | -1% | 4% | 3% | 1% | -1% | 19%

Screens: PubChem BioAssay, National Center for Advancing Translational Sciences (NCATS)
